# High-throughput results (PubChem BioAssay)
# HePTP inh – inhibitors of human HePTP phosphatase, primary screen, biochemical, absorbance, leukemia target | inhibition, % at 20 µM | 110,000 tested, 0.64% active | AID 521, 2006 | recombinant HePTP phosphatase activity, OD absorbance | Tyrosine-protein phosphatase non-receptor type 7 (Homo sapiens), P35236; in the data active = inhibition above about 50%;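 note: plate controls were vehicle for no effect and reference inhibitor for full effect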
# Target sequence (P35236 whole entry, looked up): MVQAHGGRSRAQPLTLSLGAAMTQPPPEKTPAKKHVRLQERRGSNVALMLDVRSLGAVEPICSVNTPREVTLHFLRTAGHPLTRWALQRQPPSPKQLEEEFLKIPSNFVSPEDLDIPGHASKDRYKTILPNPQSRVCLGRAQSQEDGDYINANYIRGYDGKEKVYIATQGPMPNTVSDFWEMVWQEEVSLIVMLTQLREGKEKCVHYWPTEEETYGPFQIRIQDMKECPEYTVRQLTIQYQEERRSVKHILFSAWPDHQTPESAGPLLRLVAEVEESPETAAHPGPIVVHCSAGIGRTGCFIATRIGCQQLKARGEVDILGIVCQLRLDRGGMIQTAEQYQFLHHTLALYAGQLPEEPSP
# BAP1 inh – inhibitors of BAP1 deubiquitinase, primary screen, biochemical, Ub-AMC fluorescence, kinetic | recombinant BAP1, Ub-AMC hydrolysis fluorescence kinetic; hits give low values | activity remaining (% of control), % at 20 µM | 72,000 tested, 0.48% active;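 active = activity remaining at or below 50% of control, provided the compound also passes the data quality filters; inactive = the rest, including low values that fail the filters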;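 note: 100% = DMSO wells rate and 0% = substrate alone blank rate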
# Target sequence (Q92560 whole entry, looked up): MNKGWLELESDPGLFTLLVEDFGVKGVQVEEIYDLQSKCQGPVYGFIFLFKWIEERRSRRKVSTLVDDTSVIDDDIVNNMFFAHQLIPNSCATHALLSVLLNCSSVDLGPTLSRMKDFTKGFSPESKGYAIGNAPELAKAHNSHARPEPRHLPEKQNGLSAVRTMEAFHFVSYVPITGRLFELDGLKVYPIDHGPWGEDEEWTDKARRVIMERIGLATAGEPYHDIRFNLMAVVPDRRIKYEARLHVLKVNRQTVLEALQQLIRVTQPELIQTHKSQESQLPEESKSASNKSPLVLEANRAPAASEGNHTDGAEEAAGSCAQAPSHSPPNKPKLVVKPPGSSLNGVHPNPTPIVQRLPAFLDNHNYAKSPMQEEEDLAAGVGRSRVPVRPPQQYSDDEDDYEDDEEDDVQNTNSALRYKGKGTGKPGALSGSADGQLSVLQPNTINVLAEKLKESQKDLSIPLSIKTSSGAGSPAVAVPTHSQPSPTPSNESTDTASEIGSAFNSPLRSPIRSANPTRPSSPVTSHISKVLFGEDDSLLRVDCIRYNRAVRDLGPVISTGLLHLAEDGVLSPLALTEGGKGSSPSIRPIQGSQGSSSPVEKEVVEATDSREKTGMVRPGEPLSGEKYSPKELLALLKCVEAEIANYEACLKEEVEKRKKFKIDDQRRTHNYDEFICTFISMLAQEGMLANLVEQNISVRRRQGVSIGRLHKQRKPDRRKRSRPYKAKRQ
# The depositor's hits bear a star; x = no result given; & = joins results of further samples. Outcome played no part in choosing rows. About 0.91% of those tested had a hit in this group.
SMILES,HePTP inh,BAP1 inh
CCOC(=O)C1CCCN(CC(=O)Nc2c(C(=O)OC)[nH]c3ccccc23)C1 (stereo not drawn),0.6,89.4
OCCN(CCO)CC(O)Cn1c2ccccc2c2ccccc21 (stereo not drawn),0.4,107.2
O=C(N/N=C/c1ccco1)C1CC(=O)N(c2ccccc2)C1 (stereo not drawn),-0.1,x
Cc1ccc(S(=O)(=O)N2C(=S)SCC2(C)C)cc1,-4.8&-5.1,102.7
CC(=O)c1ccc(NC(=O)CCCCCN2C(=O)c3ccccc3C2=O)cc1,x,183.2
O=C(NCc1ccccc1)N[C@@H](Cc1ccccc1)C(=O)O,10.0,65.6
CCc1cccc(C)c1NC(=O)C1CCCO1 (stereo not drawn),-6.3,94.6
COc1cc(C2Nc3ccc4ncccc4c3C3=C2C(=O)CCC3)cc(OC)c1OC (stereo not drawn),-0.9,x
COc1ccc(C2c3c(oc4ccccc4c3=O)C(=O)N2CC2CCCO2)cc1 (stereo not drawn),5.7,100.3
CCOCCn1c(=O)c2c(nc3n2CCN3c2ccccc2)n(C)c1=O,-11.4,81.7
Cc1cccc(C)c1NS(=O)(=O)c1ccccc1,-18.8,x
O=C(Nc1ccc(Oc2ccccc2)cc1)C1CCCO1 (stereo not drawn),-6.1,95.8
Cn1c(NC(=O)CCC2CCCCC2)cc(=O)n(C)c1=O,5.1,97.4
CC(C)c1nnc(NC(=O)c2c(O)c3cccc4c3n(c2=O)CCC4)s1,7.7,x
O=C(CSCCNS(=O)(=O)c1ccccc1)Nc1ccccc1,3.6&4.8,92.0
Cc1noc(NS(=O)(=O)c2ccc(NC(=O)CSc3n[nH]c(-c4ccccc4)n3)cc2)c1C,8.3,83.8
CCC(=O)n1nc(NCc2ccc(OC)c(OC)c2)nc1NCc1ccc(OC)c(OC)c1,10.0,84.6
Nc1n[nH]c(S(=O)(=O)CCCc2ccccc2)n1,8.7,115.6
O=C(Nc1cccc(Cl)c1)c1cc([N+](=O)[O-])ccc1Cl,6.1,x
O=C(CO/N=C/c1ccccc1)N=Nc1c(O)[nH]c2ccc(Br)cc12,-8.3,x
CC1=C(C(=O)c2ccccc2)C(c2cccc(F)c2)NC(=O)N1 (stereo not drawn),-3.4,x
CCc1cc(=O)oc2cc(OCC(=O)OC)c(Cl)cc12,-7.1,x
COc1ccccc1C(=O)Nc1cc(C(F)(F)F)ccc1Br,-4.3,x
NC(=O)SCC(=O)Nc1cccc(F)c1,10.9,x
Cn1c(COc2ccccc2)nnc1SCc1nc2ccccc2[nH]1,4.8,104.0
CC(=O)C1=C(C)Nc2ncnn2C1c1cccc(OCc2ccccc2)c1 (stereo not drawn),12.7,92.9
COc1ccc(CCNC(=O)CC2Nc3cc(C)c(C)cc3NC2=O)cc1OC (stereo not drawn),4.4,99.0
CS(=O)(=O)N1CCc2cc(-c3csc(NC(=O)Cc4cccs4)n3)ccc21,-4.7,72.3
CCN1C(=O)/C(=C/c2cccc(Cl)c2Cl)SC1=S,-6.4,x
COc1ccc(C2CC(C(F)(F)F)n3ncc(C(=O)NCc4cccnc4)c3N2)cc1OC (stereo not drawn),-8.0,95.9

# One compound at a time (already shown).
# COc1ccc(C2CC(C(F)(F)F)n3ncc(C(=O)NCc4cccnc4)c3N2)cc1OC (stereo not drawn) is listed with HePTP inh = -8.0; BAP1 inh = 95.9
# Cc1noc(NS(=O)(=O)c2ccc(NC(=O)CSc3n[nH]c(-c4ccccc4)n3)cc2)c1C is listed with HePTP inh = 8.3; BAP1 inh = 83.8

# New compounds follow
SMILES,HePTP inh,BAP1 inh
O=C(NCCNC(=O)c1cccc(O)c1)c1cccc(O)c1,4.2,x
COc1cc(S(=O)(=O)N2CCN(c3ccc(F)cc3)CC2)ccc1Cl,2.7,80.4
O=C1C(Cl)=C(Nc2ccccc2F)C(=O)N1c1ccc(Br)cc1,6.0,x
O=C(Nc1nccs1)Oc1ccccc1,6.2,92.7
COc1cccc(N=Cc2c(O)n(-c3ccccc3C)c(=O)[nH]c2=O)c1,-20.1,x
COc1ccc(NC(=O)CS(=O)CC(=O)NC2CCCc3ccccc32)cc1 (stereo not drawn),4.3,94.5
CC(C)(C)OCC(NC(=O)C(CC(N)=O)NC(=O)OC(C)(C)C)C(=O)OC(C)(C)C (stereo not drawn),4.3,97.0
CCN(C(=O)c1cc(Cl)ccc1OC)C1CCCCC1,1.7,95.1
CCOC(=O)CN1C(=O)C(O)=C(C(C)=O)C1c1ccccc1 (stereo not drawn),-0.3,90.7
COCc1cc(C)nc(SCC(=O)Nc2cccc3cccnc23)c1C#N,-3.2,76.1
Cc1ccc2nc(C)c(C(=O)NN=C3CCN(C)CC3)n2c1,-1.0,x
CC12CC(NC(=O)N1c1cccc(C(=O)NCc3ccc4c(c3)OCO4)c1)c1cc(Cl)ccc1O2 (stereo not drawn),2.4,71.2
Cn1c(SCC(=O)N2CCN(Cc3ccccc3)CC2)nnc1-c1ccncc1,6.6,116.5
CN1CCN(CCCCOc2cccc3ccccc23)CC1,3.9,x
CCn1cnc2sc(C(=O)Nc3ccc4c(c3)OCO4)c(C)c2c1=O,6.3,82.0

# Among those listed so far, 7 have a Cl atom.
SMILES,HePTP inh,BAP1 inh
O=C(Nc1cccc(Cl)c1)c1cc([N+](=O)[O-])ccc1Cl,6.1,x
CCc1cc(=O)oc2cc(OCC(=O)OC)c(Cl)cc12,-7.1,x
CCN1C(=O)/C(=C/c2cccc(Cl)c2Cl)SC1=S,-6.4,x
COc1cc(S(=O)(=O)N2CCN(c3ccc(F)cc3)CC2)ccc1Cl,2.7,80.4
O=C1C(Cl)=C(Nc2ccccc2F)C(=O)N1c1ccc(Br)cc1,6.0,x
CCN(C(=O)c1cc(Cl)ccc1OC)C1CCCCC1,1.7,95.1
CC12CC(NC(=O)N1c1cccc(C(=O)NCc3ccc4c(c3)OCO4)c1)c1cc(Cl)ccc1O2 (stereo not drawn),2.4,71.2

# Later entries
SMILES,HePTP inh,BAP1 inh
O=C1CC(N2CCN(c3ccccc3F)CC2)C(=O)N1c1cccc(Cl)c1 (stereo not drawn),5.6,x
CC1(C)CC(=O)C2=C(C1)OC1=C(C(=O)CC(C)(C)C1)C2c1c(O)ccc2ccccc12,3.3,x
Cc1cccc(-n2ncc3c(NCc4ccccc4)ncnc32)c1,3.3,100.1
CC(=O)c1cccc(NS(=O)(=O)c2c(C)noc2C)c1,-11.2,92.2
COc1ccc(S(=O)(=O)N2CCOCC2)cc1C(C)C,10.0,134.0
CC(=O)c1ccc(NC(=O)c2cc(CC(C)C)on2)cc1,-0.1,85.3
C=CCNC(=O)CN1C2CCCC1CC(NC(=O)c1ccccc1C)C2 (stereo not drawn),2.6,102.8
CCOC(=O)C1=C(C)N(C)C(C)=C(C(=O)OCC)C1c1ccncc1,7.9,115.8
Cc1ccccc1C(=O)NNC(=O)c1ccco1,2.5,x
CCN1C(=O)/C(=C\c2ccc(-c3ccc(Cl)cc3Cl)o2)SC1=S,3.6,x
N#CCSc1nnc(C2CCCCC2)n1Cc1ccccc1,-9.2,92.5
O=C(CCC(=O)CCN1CCCCC1)CCN1CCCCC1,9.5,187.1
c1ccc(C2CCC(N3CCN(Cc4ccncc4)CC3)CC2)cc1 (stereo not drawn),-14.0,x
CCc1ccc2oc(=O)cc(CN3CCCCC3C)c2c1 (stereo not drawn),2.0,94.0
Cc1cccc(C(=O)N2CCN(C)CC2)c1,5.2,x
CCS(=O)(=O)NCCc1cc2ccc(C)cc2[nH]c1=O,1.5,95.6
CCCSc1nc(N)c(C#N)c(-c2ccc(C)cc2)c1C#N,2.1,65.8
O=C(NCCN1CCOCC1)c1ccc(F)cc1,-2.8,x
COc1ccc(CNc2cccc(C)c2)cc1,-17.4,x
COc1ccc(OC)c(C(=O)CSc2nnnn2C)c1,0.3,94.7
CCCCn1c(SCC(=O)Nc2cc(C)on2)nc2ccsc2c1=O,6.8,95.3
Cc1cc(C)c(C)c(OCC(=O)NCC2CCCO2)c1 (stereo not drawn),9.0,54.7
O=C(N/N=C\c1ccccc1Br)c1cnccn1,8.3,x
COC(=O)[C@H](CCSC)NC(=O)NCCC1=CCCCC1,1.9,100.4
CCN1CCN(C(C(=O)NC2CCCC2)c2ccc(Cl)cc2)CC1 (stereo not drawn),0.1,88.6
CN(C)C(=O)CSc1nnc(CCCCCNC(=O)OC(C)(C)C)o1,-9.9,105.3
O=C(CSc1nnc(-c2ccco2)n1-c1ccccc1)Nc1ccccc1[N+](=O)[O-],-4.3,x
CC(C)(C)C1(O)CC(C(F)(F)F)=NN1C(=O)CCc1ccccc1 (stereo not drawn),0.2,x
O=C(Nc1cccc([N+](=O)[O-])c1)c1ccc2ccccc2n1,-10.3,x
COc1ccc(S(=O)(=O)Nc2ccc(F)c(Cl)c2)cc1OC,1.7,91.6
O=S(=O)(Nc1ccccc1)c1ccc2c(c1)OCCO2,5.2,x
COC(=O)C1=C(C)N(c2cccc(C(F)(F)F)c2)C(=O)C1,12.0,x
CCOC(=O)c1cccc(N2C(=O)C3C(C2=O)C2C=CC3C23CC3)c1 (stereo not drawn),x,126.0
CCC(=O)N(Cc1cc2cc(OC)ccc2[nH]c1=O)c1cccc(C)c1,4.8,111.2
CC1=C(C(=O)Nc2cccc(C)c2)C(c2ccc(Br)cc2)NC(=S)N1 (stereo not drawn),-6.2,x
COc1ccc2c(C)c(C(=O)O)oc2c1OC,5.1,x
O=C(NC(=O)c1cccc(OC(F)(F)C(F)F)c1)OC1CCS(=O)(=O)C1 (stereo not drawn),6.3,101.4
O=C(CSc1ccc2nnc(-c3ccncc3)n2n1)NCC1CCCO1 (stereo not drawn),-1.9,99.1
CCc1c(C#N)c(N)nc(SCC(=O)c2ccc(C)cc2)c1C#N,-10.2,x
Nc1ncnc2[nH]c(=S)[nH]c12,x,69.1
COc1ccccc1NC(=O)c1cc(-c2ccccc2)nc2c(C)cccc12,x,76.9
c1ccc2[nH]c(CN3CCCCCC3)nc2c1,0.3,66.4
COc1ccc(-n2c(C)nc3c(cnn3-c3ccc(C)c(C)c3)c2=O)cc1,3.6,86.3
CON1C(=O)CN(C(C)=O)C1c1ccc(Cl)cc1Cl (stereo not drawn),-1.3,x
c1ccc2[nH]c(SCCN3CCOCC3)nc2c1,-2.0,101.5
COc1cccc(C(=O)Nc2ncc3c(n2)CC(C)CC3=O)c1 (stereo not drawn),2.1,99.4
CCC1(CC)C(=O)NC(=O)NC1=NCCc1c[nH]c2ccccc12,3.4,101.1
O=c1[nH]cnc2cc(-c3ccccc3)sc12,5.4,94.1
CCN(CC)S(=O)(=O)c1cc(C(=O)Nc2ccccc2OC)ccc1Cl,4.0,x
Cc1cccnc1NC(=O)c1ccc(NC(=O)C2CCCCC2)cc1,x,53.2
Cc1ccc(/C=C(\C#N)c2nc(-c3ccc([N+](=O)[O-])cc3)cs2)o1,8.0,x
c1ccc2[nH]c(CSc3nc4ccccc4s3)nc2c1,2.4,x
O=C(C1=C(O)C(=O)N(Cc2ccccc2)C1c1cccnc1)c1ccco1 (stereo not drawn),1.4,98.9
COc1c(F)c(F)c(C(=O)Nc2ccccc2N2CCN(C(=O)C(C)C)CC2)c(F)c1F,5.3,50.9
CN=CC1=C(O)c2ccccc2C1=O,-9.8,99.2
COc1ccc(N(CC(=O)O)S(=O)(=O)c2ccc(NC(C)=O)cc2)cc1,1.3,x
CC1N(O)C(c2ccc(Cl)cc2Cl)N(O)C1(C)C (stereo not drawn),5.5,73.5
CCC(=O)NC(C)C(c1cccs1)N1CCN(c2ccccc2)CC1 (stereo not drawn),x,131.1
COc1ccc(/C(O)=C2/C(=O)C(=O)N(CCCC(=O)O)C2c2ccc(OC)cc2)cc1 (stereo not drawn),-10.2,94.1
Cc1cc(NC(=O)CSc2nnc(C3COc4ccccc4O3)o2)no1 (stereo not drawn),5.9,99.5

# Additional records.
SMILES,HePTP inh,BAP1 inh
CC(C)=N/N=C1/NC(=O)C(CC(=O)Nc2ccc(C)c(C)c2)S1 (stereo not drawn),1.8,x
CC1CCCN(C(=O)c2ccncc2)C1 (stereo not drawn),6.8,140.3
COc1cc(C(=O)OC(C)CN2CCN(C)CC2)cc(OC)c1OC (stereo not drawn),-5.9,98.2
COc1cc(C2SCC(=O)N2Cc2ccco2)ccc1O (stereo not drawn),2.5,87.3
O=S(=O)(Cc1ccc(Cl)cc1)CC(O)COCc1ccccc1 (stereo not drawn),-4.0,x
O=C1NC(c2cccs2)Nc2sc3c(c21)CCCC3 (stereo not drawn),9.5,66.6
COC(=O)C12CC3CC(CC(C(=O)OC)(C1)C31SCCS1)C21SCCS1,0.8,x
Cc1nc2ncnn2c(N2CCC(C(=O)NCC3CCCO3)CC2)c1Cc1ccccc1 (stereo not drawn),3.4,110.5
COc1ccc2nc(SCC(=O)NCCc3ccccc3)[nH]c2c1,-10.6,x
COc1cc(/C=C2/SC(=S)N(C)C2=O)cc(Cl)c1OCc1ccccc1Cl,5.5,x
COc1cc(NC(=O)/C=C/c2ccccc2)cc(OC)c1,6.8,x
CCOC(=O)C(CC)Sc1nc(N)c(NC(=O)c2ccc(OC)c(OC)c2)c(=O)[nH]1 (stereo not drawn),5.8,100.1
Cc1cc(NC(=O)CSc2nnc(-c3ccoc3C)n2N)no1,-2.3,98.7
Fc1ccccc1CSc1nnc(-c2ccccc2)o1,1.3,127.6
CCCCN(C(=O)CCC(=O)O)C1CC(=O)N(c2ccc(OCCC)cc2)C1=O (stereo not drawn),-3.7,79.3
COc1cccc2cc(-c3csc(CCn4nc(C)cc4C)n3)c(=O)oc12,8.6,74.1
O=C1c2cccnc2C(O)N1Cc1ccc(F)cc1 (stereo not drawn),6.1,111.9
CC(=O)c1cccc(NC(=O)C(C)Sc2ccc(Cl)cc2)c1 (stereo not drawn),-0.3,x
CCN(CCNC(=O)C1CCCN(S(=O)(=O)CC)C1)c1ccccc1 (stereo not drawn),-11.1,106.4
CN(CCc1ccccn1)C(=O)Nc1ccc(F)cc1,3.8,x
